Screening data from PubChem BioAssay.
HEK293 tox – cytotoxic compounds in HEK 293 cells; HEK 293 viability, ATP luminescence (CellTiter-Glo), 48-72 h; Potency, µM (series often up to 115 µM), without a hit: top-dose activity change, negative = cytotoxicity, hits mostly inhibitors; 6.6% of 94,000 active; note: potency is the fitted concentration of half-maximal effect; nearly all actives have a fitted effect of over 60% in size
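Cells seeded first (HEK 293, 250 cells/well), then compound added by pintool. Incubation ran 48 or 72 hr at 37 degree Celsius. CellTiter-Glo was added and luminescence imaged after 10 min at room temperature.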
GPT2 inhibitor – blocks human glutamate pyruvate transaminase 2 | 0.25% of 100,000 active | Potency, µM (series often up to 57.7 µM), for inactives: top-dose activity change, negative = inhibition, hits mostly inhibitors | Recombinant GPT2, coupled pyruvate oxidase/HRP Amplex Red fluorescence; note: potency is the fitted concentration of half-maximal effect; nearly all actives have a fitted effect of over 60% in size; many of its hits are not listed in these tables
Target sequence (Q8TD30 whole entry, looked up): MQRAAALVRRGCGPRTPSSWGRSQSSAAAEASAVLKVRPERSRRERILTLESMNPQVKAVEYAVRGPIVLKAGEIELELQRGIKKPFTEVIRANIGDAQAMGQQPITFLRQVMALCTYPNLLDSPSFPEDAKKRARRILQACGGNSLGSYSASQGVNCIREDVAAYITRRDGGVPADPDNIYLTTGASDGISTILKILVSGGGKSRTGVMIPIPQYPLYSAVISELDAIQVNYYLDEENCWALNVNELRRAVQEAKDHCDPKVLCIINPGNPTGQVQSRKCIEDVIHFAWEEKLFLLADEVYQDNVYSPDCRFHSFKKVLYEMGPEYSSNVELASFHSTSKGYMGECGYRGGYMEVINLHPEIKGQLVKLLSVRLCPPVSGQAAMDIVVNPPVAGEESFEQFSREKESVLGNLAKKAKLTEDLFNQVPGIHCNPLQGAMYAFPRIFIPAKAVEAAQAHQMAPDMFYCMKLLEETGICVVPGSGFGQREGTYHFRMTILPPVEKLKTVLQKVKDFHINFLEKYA
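GPT2 10ng/uL, a-KG 250uM, L-Ala 2mM, HEPES pH7.5 + 0.0001% Tween; 30 min RT. Then Amplex mix (PO/HRP/ThPP), 30 min RT dark, fluorescence. AOA 50uM used as positive control.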
NIH3T3 tox – cytotoxic compounds in NIH 3T3 cells | NIH 3T3 viability, CellTiter-Glo ATP luminescence, 48-72 h | Potency, µM (series often up to 96.7 µM), for inactives: top-dose activity change, negative = cytotoxicity, hits mostly inhibitors | 4.3% of 94,000 active; note: potency is the fitted concentration of half-maximal effect; nearly all actives have a fitted effect of over 55% in size
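Luminescent ATP readout (CellTiter-Glo, 10 min RT) after 48 or 72 hr compound exposure of NIH 3T3 cells seeded at 400 cells/well in 1536-well format; quantitative HTS.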
Luciferase inh – Photinus pyralis luciferase inhibition; P08659; purified P. pyralis luciferase, luminescence, biochemical; Potency, µM (top dose mostly 115 µM), for inactives: at the top dose activity change, negative = inhibition, usual class: inhibitors; 2.5% of 76,000 active; note: potency is the fitted concentration of half-maximal effect; nearly all actives have a fitted effect of over 65% in size
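Luminescence read by CCD imager after adding enzyme (10nM final) to wells holding compound, titrated in qHTS. Substrates 10uM each D-luciferin and ATP; buffer 50mM Tris acetate pH 7.5, 10mM Mg acetate, Tween-20, BSA.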
HEK293 viab – counter-screen for SNCA expression inhibitors: cell viability. HEK-293-SNCA-luc viability, GF-AFC fluorescence, 24 h. Potency, µM (titrated, usually from 57.1 µM), for the others: top-dose activity change, negative = cytotoxicity, usual class: cytotoxic. AID 1671193. 0.12% of 150,000 active;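 note: potency is the fitted concentration of half-maximal effect; 0% = DMSO-treated cells and -100% = medium-only wells without cells; nearly all actives have a fitted effect of over 30% in size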
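Cytotoxicity counterscreen: after 24 h compound treatment of genome-edited SNCA-luciferase HEK-293 cells, live-cell protease substrate GF-AFC read by fluorescence after 30 min; activity scaled between DMSO (0%) and medium-only (-100%), curves Hill-fitted.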
SNCA expr inh – inhibitors of alpha-synuclein (SNCA) gene expression | HEK-293 SNCA-luciferase knock-in, luminescence, 24 h | Potency, µM (doses to about 57.2 µM), for the others: at the top dose activity change, negative = inhibition, hits mostly inhibitors | 0.17% of 140,000 active | AID 1671194;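 note: potency is the fitted concentration of half-maximal effect; plate controls were DMSO cells for no effect and cell-free wells for full effect; nearly all actives have a fitted effect of over 45% in size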
IP6K1 inhibitor – IP6K1 kinase inhibition; IP6K1 kinase, ADP-Glo luminescence, 2 h; active compounds read low; activity change, % (series mostly up to about 58 µM); 0.81% of 140,000 active; AID 1645851; in the data active = activity change below about -25%
Target sequence (Q92551 whole entry, looked up): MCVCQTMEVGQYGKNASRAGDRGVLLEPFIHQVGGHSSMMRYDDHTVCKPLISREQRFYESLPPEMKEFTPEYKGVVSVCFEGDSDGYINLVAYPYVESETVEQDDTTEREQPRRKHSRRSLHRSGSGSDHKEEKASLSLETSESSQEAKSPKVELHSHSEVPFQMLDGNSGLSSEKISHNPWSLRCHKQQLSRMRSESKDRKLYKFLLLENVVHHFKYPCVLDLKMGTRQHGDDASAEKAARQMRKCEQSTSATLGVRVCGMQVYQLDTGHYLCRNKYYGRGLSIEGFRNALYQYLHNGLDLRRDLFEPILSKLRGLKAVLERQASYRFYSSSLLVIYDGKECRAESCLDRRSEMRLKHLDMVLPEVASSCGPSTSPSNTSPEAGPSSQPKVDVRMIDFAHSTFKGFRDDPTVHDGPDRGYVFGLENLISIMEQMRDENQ
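ADP-Glo luminescence measures ADP made by human IP6K1 during a 2 h RT reaction with ATP/IP6 (mix at 1.3 mM/130 uM); top library doses 57.5 and 19.1 uM final.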
* hit, by the source's call; i = inactive; ? = inconclusive; . = not tested or not shown; & = joins results of further samples; [ ] = remark or other dose. Unless noted, calls come from the whole dose curve; as a rule, active = well fitted curve in the direction sought with a large enough effect; inconclusive = small, poorly fitted or top-dose-only effect, or another doubt; inactive = no such curve, though single readings can be large; an effect the other way counts as inactive or inconclusive. Unless noted, % is set by controls: 0 for no effect and ±100 for the full control effect. An excerpt, so the mix of outcomes need not match the whole.

SMILES	HEK293 tox	GPT2 inhibitor	NIH3T3 tox	Luciferase inh	HEK293 viab	SNCA expr inh	IP6K1 inhibitor
C[C@@H]1O[C@@H](O[C@H]2C[C@@H](O)[C@]3(CO)[C@@H]4C(CC[C@]3(O)C2)[C@@]2(O)CC[C@H]([C@@H]3COC(=O)C3)[C@@]2(C)C[C@H]4O)[C@H](O)[C@H](O)[C@H]1O (stereo partly drawn)	.	4%	.	.	-23%	-27%	.
C#C[C@H]1CN2CC[C@H]1C[C@@H]2COC(=O)Nc1cc(OC)cc(OC)c1	100µM*	i	?	-17%[172 µM]	6%[87.6 µM]	34%[activator][87.6 µM]	4
CC(=O)N1CC2(CCCN2Cc2cccnc2)Cc2ccccc21 (stereo not drawn)	?	i	-6%	.	-6%	7%	-11
O=C1N(Cc2ccccn2)C[C@H]2CN(C3CCC3)CCN12	-6%[230 µM]	-1%[88.5 µM]	-3%[230 µM]	-16%[230 µM]	7%[87.6 µM]	21%[87.6 µM]	-19
COc1ccc(/C=C/c2nc3ccccc3c(=O)n2-c2ccc(C)cc2)cc1O	.	.	.	.	-9%	2%	-4
CN(C)CC(=O)Nc1ccc2n(c1=O)C[C@H]1C[C@@H]2CN(C(=O)c2cccnc2)C1	-5%[172 µM]	-1%[88.5 µM]	-13%[174 µM]	-16%[172 µM]	2%[87.6 µM]	2%[87.6 µM]	-6
COc1ccc2c3c1O[C@H]1[C@H](O)CC[C@H]4[C@@H](C2)N(C)CC[C@@]341	.	-2%[88.5 µM]	.	.	28%	9%	8
C[C@@H]1O[C@@H](O[C@H]2C[C@@H](O)[C@]3(CO)[C@H]4[C@H](O)C[C@]5(C)[C@@H](C6=CC(=O)OC6)CC[C@]5(O)[C@@H]4CC[C@]3(O)C2)[C@H](O)[C@H](O)[C@H]1O	.	4%[27.3 µM]	.	.	?	?	8&9
CC(C)C(Br)C(=O)NC(N)=O (stereo not drawn)	.	i	.	.	11%[23.9 µM]	2%[25.6 µM]	20
COc1cc2c(cc1OCC1CC1)NC(=O)C21CCN(c2nccs2)CC1	?	-17%[88.5 µM]	?	-27%[172 µM]	?	?	0
COc1ccccc1C1SCC(=O)Nc2c1c(C)nn2-c1cccc(C)c1 (stereo not drawn)	.	.	.	.	-4%	-7%	1
O=[S+]1([O-])NC2(CCN(Cc3ccsc3)C2)COc2ccncc21 (stereo not drawn)	i	-4%	1%	.	-5%	-1%	-1
O=C(Cc1ccc(Cl)nc1)N1CCN(CCCn2nc3n(c2=O)CCCC3)CC1	3%	.	-15%	.	.	.	-3
Cc1nc(-c2ccc(C(F)(F)F)cc2)cc([C@H]2CN3CC[C@H]2C[C@@H]3CNC(=O)c2ccco2)n1	20µM*	i	25µM*	-10%	-12%	-22%	2
CC(=O)N1C[C@@H]2C[C@H](C1)c1ccc(NC(=O)C3CCCCC3)c(=O)n1C2	i	1%[88.5 µM]	-10%[174 µM]	-2%[172 µM]	3%[87.6 µM]	-3%[87.6 µM]	-3
Cc1ccccc1CC(=O)N1CCC2(CC1)c1nccn1-c1ccccc1CN2C	1%	-5%	-18%	-4%	10%	?	16
c1ccc2nc(N3CCNCC3)ccc2c1	.	i	.	.	62%[23.9 µM]	9%[25.6 µM]	8
COc1ccc(S(=O)(=O)NC[C@H]2C[C@@H]3CCN2C[C@@H]3CN2CCN(c3ccccn3)CC2)cc1	-19%	3%	?	-5%	3%	4%	-2
c1cc2c(c(N3CCNCC3)c1)OCCO2	.	i	.	.	-2%[23.9 µM]	32%[25.6 µM]	-3
CN1CC2(C1)C(=O)N(C)C(=O)[C@@H]1C[C@@H](O)CN12	4%[230 µM]	4%[88.5 µM]	0%[230 µM]	1%[230 µM]	0%[87.6 µM]	?	-9
CCc1ccc(OCC(=O)N2CCN(CCc3ccccn3)CC2)cc1	.	.	.	.	-6%	-7%	-14
O=C(Cc1c(F)cccc1Cl)N1CCN(Cc2ccccc2)CC(O)C1 (stereo not drawn)	-3%	0%[11.5 µM]	0%	5%	7%	-16%	-13
Cc1ccc(OCC(=O)N2CCCCCC2CN2CCC(C)CC2)cc1 (stereo not drawn)	?	i	-23%	.	-10%	-1%	-8
Cc1cccc(C(=O)N2[C@H]3CC[C@@H]2c2cnc(C)nc2C3)c1	3%	?	-9%	0%	-16%	26%	5
CC(C)(O)C=CC(=O)[C@](C)(O)[C@H]1[C@H](O)C[C@]2(C)[C@@H]3CC=C4[C@@H](C=C(O)C(=O)C4(C)C)[C@]3(C)C(=O)C[C@@]12C	.	?	.	.	?	14µM*	.
Cc1ncc2c(n1)C[C@@H]1CC[C@H]2N1C(=O)Cc1ccccc1	-11%	4%	-17%	7%	1%	-4%	40
COc1ccccc1CNC(=O)[C@H]1CN2CCC1C[C@@H]2Cn1cc(C(C)(C)O)nn1 (stereo partly drawn)	1%[172 µM]	1%[88.5 µM]	-19%[174 µM]	-4%[172 µM]	2%[87.6 µM]	-17%[87.6 µM]	7
CN1CCN(C(=O)Cc2c[nH]c3ncc(-c4ccc5c(c4)OCO5)cc23)CC1	?	-4%[88.5 µM]	?	22µM*	12%[87.6 µM]	-19%[87.6 µM]	-27*
C=C[C@H]1CN2CC[C@H]1C[C@@H]2CNC(=O)Nc1ccc(Oc2ccccc2)cc1	100µM*	i	?	-1%[172 µM]	4%[87.6 µM]	13%[87.6 µM]	0
Cc1ccc(C(=O)NC[C@H]2C[C@@H]3CCN2C[C@@H]3c2cc(-c3ccccc3Br)nc(C)n2)cc1	?	i	?	-6%	-17%	-10%	16
C=CCC1(C(C)CC)C(=O)NC(=O)NC1=O (stereo not drawn)	.	i	.	.	-11%[23.9 µM]	49%[25.6 µM]	-18
O=C1NCCN2CC3(CCN(S(=O)(=O)c4cccnc4)CC3)CC12 (stereo not drawn)	-4%	4%	-14%	5%	-2%	-13%	6
COc1ccc(S(=O)(=O)NC[C@H]2C[C@@H]3CCN2C[C@@H]3CN(C)c2ccccc2)cc1	?	3%[88.5 µM]	35µM*	4%[172 µM]	-2%[87.6 µM]	6%[87.6 µM]	-10
CC[C@H]1CN2CC[C@H]1C[C@@H]2[C@@H](O)c1ccnc2ccc(OC)cc12	.	-7%[27.3 µM]	.	.	1%	.	20
COc1ccccc1C(=O)N1[C@H]2CC[C@@H]1c1cnc(C)nc1C2	i	i	-2%	0%	9%	1%	8
O=C(NCc1ccc(F)cc1)[C@H]1CN2CCC1C[C@@H]2Cn1cc(COc2ccccc2)nn1 (stereo partly drawn)	?	-2%	-17%	-1%	6%	13%	22
CC(C)NC(=O)[C@H]1CN2CCC1C[C@@H]2Cn1cc(CCO)nn1 (stereo partly drawn)	-6%[172 µM]	-23%[88.5 µM]	-11%[174 µM]	6%[172 µM]	4%[87.6 µM]	?	17
CC(=O)Nc1ccc(-c2ccc(=O)n3c2[C@@H]2C[C@@H](CN(C(=O)c4ccccc4)C2)C3)cc1	-1%[172 µM]	1%[88.5 µM]	-2%[174 µM]	4%[172 µM]	0%[87.6 µM]	13%[87.6 µM]	19
CN1C(=O)c2ccccc2NC(=O)[C@]12O[C@@H]2c1ccccc1	.	-9%	.	.	?	.	-6
Fc1ccc(-c2ncc3c(n2)C[C@@H]2CC[C@H]3N2)cc1	i	i	i	7%	0%	74%[activator]	20
Cn1nc(-c2ccc(F)cc2)cc1[C@H]1CN2CC[C@H]1C[C@@H]2COC(=O)Nc1cccc(C(F)(F)F)c1	-26%	0%	-13%	8%	4%	10%	0
Cc1[nH]cnc1CN1C[C@H](c2ccc3c(c2)OCO3)[C@@H]2[C@H]1C1CCN2CC1	1%	4%	-9%	0%	-11%	-1%	7
CN1Cc2ccccc2-n2ccnc2C12CCN(C(=O)c1ccc(Br)o1)CC2	?	-10%	-14%	4%	-8%	3%	38
COc1ccc(CCC(=O)N2CCC3(CC2)NCc2ccccc2-n2ccnc23)cc1	?	i	3%	-7%	11%	-13%	17
CN(C)c1ccc(C(=O)NC[C@H]2C[C@@H]3CCN2C[C@@H]3c2cc(C3CCCCC3)nn2C)cc1	?	i	?	11%	-10%	-6%	-7
C[C@](O)(COc1ccc(C#N)cc1)C(=O)Nc1ccc(C#N)c(C(F)(F)F)c1	.	2%	.	.	6%	-7%	.
CN1CN(c2ccccc2)C2(CCN(CCCC(=O)c3ccc(F)cc3)CC2)C1=O	.	i	.	.	-3%	.	8
COCc1nnc2n1CCC(NC(=O)c1nn(C)c3ccccc13)CC2 (stereo not drawn)	i	i	-3%	-29%	23%	37%[activator]	-5

Part of the list above, field by field:
> Cc1[nH]cnc1CN1C[C@H](c2ccc3c(c2)OCO3)[C@@H]2[C@H]1C1CCN2CC1
  HEK293 tox: 1%
  GPT2 inhibitor: 4%
  NIH3T3 tox: -9%
  Luciferase inh: 0%
  HEK293 viab: -11%
  SNCA expr inh: -1%
  IP6K1 inhibitor: 7
> COCc1nnc2n1CCC(NC(=O)c1nn(C)c3ccccc13)CC2 (stereo not drawn)
  HEK293 tox: i
  GPT2 inhibitor: i
  NIH3T3 tox: -3%
  Luciferase inh: -29%
  HEK293 viab: 23%
  SNCA expr inh: 37%[activator]
  IP6K1 inhibitor: -5
> CN1Cc2ccccc2-n2ccnc2C12CCN(C(=O)c1ccc(Br)o1)CC2
  HEK293 tox: ?
  GPT2 inhibitor: -10%
  NIH3T3 tox: -14%
  Luciferase inh: 4%
  HEK293 viab: -8%
  SNCA expr inh: 3%
  IP6K1 inhibitor: 38
> CN1CN(c2ccccc2)C2(CCN(CCCC(=O)c3ccc(F)cc3)CC2)C1=O
  HEK293 tox: .
  GPT2 inhibitor: i
  NIH3T3 tox: .
  Luciferase inh: .
  HEK293 viab: -3%
  SNCA expr inh: .
  IP6K1 inhibitor: 8

More structures follow.
SMILES	HEK293 tox	GPT2 inhibitor	NIH3T3 tox	Luciferase inh	HEK293 viab	SNCA expr inh	IP6K1 inhibitor
CC(C)N(CCNC(=O)CN1CCCC1=O)C(C)C	.	-8%	.	.	4%&-5%	-19%	-11
CCS(=O)(=O)C(C)(C)S(=O)(=O)CC	.	3%	.	.	12%[23.9 µM]	26%[25.6 µM]	28
Cc1nonc1CC(=O)N1C[C@H](O)[C@@H](N2CCC(O)CC2)C1	-35%	i	-15%	-2%	-4%	-9%	14
Cc1nnc2n1CCC(NC(=O)c1nn(C)c3ccccc13)CC2 (stereo not drawn)	-12%	-8%	-4%	0%	10%	0%	11
CN(Cc1ccccc1)Cc1cn(C[C@H]2CC3CCN2C[C@@H]3C(=O)NC2CC2)nn1 (stereo partly drawn)	-14%[172 µM]	-8%[88.5 µM]	-25%[174 µM]	-1%[172 µM]	8%[87.6 µM]	?	10
CCN1CCCN(C(=O)Cc2ccccc2)CC12CCOCC2	-3%	-2%	-20%	.	-5%	-20%	-1
Nc1c(C(=O)Nc2cccc(Br)c2)sc2nc3c(cc12)N1CCC3CC1	.	.	.	.	?	87%[activator]	-5
